TPT1 inh: Candida albicans TPT1 enzyme inhibitors, primary screen, biochemical, fluorescence polarization; tRNA 2'-phosphotransferase TPT1 (Candida albicans SC5314); recombinant caTPT1, FP RNA substrate dephosphorylation; inhibition, % at 5 µM; 300,000 tested, 0.81% active; AID 1962, 2009;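 active means inhibition above the mean of all tested compounds plus 3 SD, set per screening campaign, cut at about 24% in these data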;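 further: plate controls were DMSO alone for no effect and ferristatin control at 100 nM for full effect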
GLD-1 RNA inh: GLD-1/TGE RNA complex disruptors, primary screen, biochemical, fluorescence polarization. inhibition, % at 5.96 µM. AID 2280, 2010. 320,000 tested, 0.44% active. purified GLD-1 + fluorescein TGE RNA;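 active means percent inhibition above a per-plate cutoff, the plate mean of test compounds plus 3 SD, cut at about 30% in these data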;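 further: 0% = DMSO wells with GLD-1 and probe and 100% = wells lacking GLD-1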
MEX-5 binding: MEX-5 zinc finger RNA-binding disruptors – biochemical, C. elegans, fluorescence polarization, MLPCN library, primary screen; 300,000 tested, 0.38% active; activity score (negative = inhibition of binding), % at 10 µM; MEX-5/FITC-TCR2 RNA binding; stronger effect = lower value; Zinc finger protein mex-5 (Caenorhabditis elegans), Q9XUB2;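 active means inhibition past about -25% in most replicates, and total fluorescence under double the plate's negative control median, limit read from the data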;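 further: 0% = DMSO and -100% = 5 µM competing unlabeled TCR2 RNA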
Target sequence (Q9XUB2 whole entry, looked up): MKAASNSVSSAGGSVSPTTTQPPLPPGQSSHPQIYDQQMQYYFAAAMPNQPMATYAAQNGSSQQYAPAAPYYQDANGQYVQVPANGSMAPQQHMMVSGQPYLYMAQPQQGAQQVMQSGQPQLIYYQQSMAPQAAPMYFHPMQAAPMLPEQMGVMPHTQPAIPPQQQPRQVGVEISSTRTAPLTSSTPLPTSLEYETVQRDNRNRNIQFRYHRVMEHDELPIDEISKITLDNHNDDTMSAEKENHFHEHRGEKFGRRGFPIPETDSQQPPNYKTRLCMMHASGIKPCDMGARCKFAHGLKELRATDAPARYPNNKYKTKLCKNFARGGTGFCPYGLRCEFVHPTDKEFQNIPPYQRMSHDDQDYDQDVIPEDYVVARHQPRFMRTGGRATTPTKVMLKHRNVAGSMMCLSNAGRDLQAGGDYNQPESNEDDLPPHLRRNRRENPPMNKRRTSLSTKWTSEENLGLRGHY
Bcl-xL primary: inhibitors of human Bcl-xL, primary screen, biochemical, fluorescence polarization, HTS; Bcl-2-like protein 1 (Homo sapiens), Q07817; GST-Bcl-xL / FITC-Bim BH3 peptide fluorescence polarization; inhibition, % at 10.9 µM; 320,000 tested, 0.7% active; AID 2129, 2009;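 active means inhibition above the mean of all tested compounds plus 3 SD, cutoff set per campaign, cut at about 30% in these data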;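 further: 0% = DMSO wells and 100% = unlabeled Bim-BH3 peptide competitor; inhibitors lower millipolarization by displacing the labeled peptide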
PAD4 inh: human PAD4 inhibitors, primary screen, biochemical, fluorescence polarization, 1536-well format; Protein-arginine deiminase type-4 (Homo sapiens), Q9UM07; inhibition, % at 6.36 µM; recombinant PAD4, RCA probe fluorescence polarization; 330,000 tested, 0.41% active;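 active means percent inhibition above a cutoff equal to the mean of all tested compounds plus 3 SD, cut at about 15% in these data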;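 further: 0% = PAD4 with RCA probe and DMSO and 100% = probe without PAD4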
PME-1 inh: PME-1 inhibitors via competitive probe labeling, primary screen, biochemical, fluorescence polarization, FP-Rh probe, HTS; inhibition, % at 5.9 µM; recombinant PME-1; AID 2130, 2009; Protein phosphatase methylesterase 1 (Homo sapiens), Q9Y570; 320,000 tested, 0.53% active;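 active means inhibition above the campaign mean of all compounds plus 3 SD, cut at about 26% in these data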;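 further: competitive labeling of PME-1 active site by serine hydrolase directed probe; 0% = PME-1 with DMSO and 100% = wells lacking PME-1 enzyme; inhibitors block probe labeling so polarization falls and inhibition rises; many of its hits are not listed in these tables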
Target sequence (Q9Y570 whole entry, looked up): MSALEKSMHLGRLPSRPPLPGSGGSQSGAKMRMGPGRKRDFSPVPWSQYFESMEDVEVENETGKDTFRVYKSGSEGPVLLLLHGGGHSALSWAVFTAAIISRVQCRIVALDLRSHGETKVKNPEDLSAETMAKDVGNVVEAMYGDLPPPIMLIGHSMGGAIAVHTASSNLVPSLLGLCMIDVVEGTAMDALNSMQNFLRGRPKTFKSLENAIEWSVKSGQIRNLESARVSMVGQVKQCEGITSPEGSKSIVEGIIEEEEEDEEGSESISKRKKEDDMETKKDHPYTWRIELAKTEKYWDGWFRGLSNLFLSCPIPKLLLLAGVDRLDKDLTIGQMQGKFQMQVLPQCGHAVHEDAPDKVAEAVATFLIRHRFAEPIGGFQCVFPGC
Fam108B inh: mouse Fam108B serine hydrolase inhibitors, primary screen, counter-screen for RBBP9 inhibitor project, biochemical, fluorescence polarization. recombinant Fam108B, FP-Rh probe fluorescence polarization. inhibition, % at 9.51 µM. 300,000 tested, 0.33% active. AID 1947, 2009;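 active means inhibition above the screen mean inhibition plus 3 SD, computed separately per campaign, cut at about 18% in these data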;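 further: inhibitors lower polarization as less probe binds the enzyme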
GSTO1 counter: inhibitors of recombinant GSTO1, primary screen, counter-screen for RBBP9 inhibitor project, biochemical, fluorescence polarization; 300,000 tested, 1.1% active; AID 1974, 2009; inhibition, % at 5.96 µM; activity-based probe fluorescence polarization; Glutathione S-transferase omega-1 (Homo sapiens), P78417;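 active means inhibition above the campaign mean inhibition plus 3 SD, cut at about 35% in these data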;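 further: 0% = GSTO1-1 with DMSO and 100% = wells lacking GSTO1-1 enzyme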
Target sequence (P78417 whole entry, looked up): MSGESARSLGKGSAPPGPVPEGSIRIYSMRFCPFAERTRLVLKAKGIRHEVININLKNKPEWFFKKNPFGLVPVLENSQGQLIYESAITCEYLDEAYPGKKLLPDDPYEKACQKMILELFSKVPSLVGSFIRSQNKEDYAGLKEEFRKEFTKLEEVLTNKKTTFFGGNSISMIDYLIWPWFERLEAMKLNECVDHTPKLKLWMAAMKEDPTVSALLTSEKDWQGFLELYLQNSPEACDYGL
MCL1-BIM inh: inhibitors of MCL1 binding to BIM-BH3, primary screen, biochemical, fluorescence polarization; Induced myeloid leukemia cell differentiation protein Mcl-1 (Homo sapiens), Q07820; GST-MCL1 / FITC-Bim-BH3 fluorescence polarization; inhibition, % at 10.9 µM; 320,000 tested, 0.68% active;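 active means inhibition above the mean inhibition of all tested compounds plus 3 SD, set per campaign, cut at about 40% in these data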;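 further: 0% = DMSO wells and 100% = unlabeled Bim-BH3 peptide control; higher means more loss of mP so more displacement of Bim peptide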
* = called active by the depositor; / = not tested or not shown. A portion of the library. The share of hits here may be higher or lower than overall.

SMILES	TPT1 inh	GLD-1 RNA inh	MEX-5 binding	Bcl-xL primary	PAD4 inh	PME-1 inh	Fam108B inh	GSTO1 counter	MCL1-BIM inh
O=C(c1ccc2c(c1)OCO2)C1CCCN(Cc2ccc3cccc(F)c3n2)C1 (stereo not drawn)	-14.0	-0.2	-1.9	-0.4	-2.2	4.7	0.8	-1.1	5.8
Cc1ccc(S(=O)(=O)NCCCNS(=O)(=O)c2ccccc2)cc1	11.4	-6.7	0.3	-0.5	-3.0	2.9	-3.1	34.0	1.5
COc1cccc(-c2cc(C(=O)N3N=C(C)CC3(O)C(F)F)c3ccccc3n2)c1 (stereo not drawn)	1.6	1.8	-1.3	10.6	-4.3	-2.5	-1.0	2.5	12.2
Cc1coc2c(C)c3oc(=O)c(CCC(=O)N(C)CC(=O)O)c(C)c3cc12	-3.8	3.1	-0.6	9.2	2.2	-8.6	-5.1	-1.3	-0.6
O=C(CSC1=NS(=O)(=O)c2cc(Cl)ccc2N1)NCc1ccc(F)cc1	-1.0	4.8	-0.8	5.6	1.5	7.1	2.5	-5.6	7.2
CCN(CC)c1ccc(NC(=O)CN2C(=O)CC(C)(C)S(=O)(=O)c3ccccc32)c(C)c1	-2.0	6.8	0.2	2.3	-7.6	-3.7	-2.1	11.7	-7.9
CCCCOC(=O)c1ccc(NC(=O)c2cnc3n(c2=O)CCS3)cc1	-4.4	-1.2	1.8	0.6	1.8	-7.2	-3.4	0.9	3.9
OCCn1c(Cl)nc2ccccc21	-4.4	-5.2	2.3	9.3	0.5	0.1	1.1	-6.1	7.7
Cc1cc2oc(=O)cc(CN3CCC(C)CC3)c2cc1C	3.1	-0.4	2.9	4.0	-3.1	-3.0	2.5	5.2	-0.7
Cc1ccc(CN2CCN(Cc3ccc(OCCO)cc3)CC2CCO)o1 (stereo not drawn)	0.1	3.8	-1.4	4.8	-4.5	3.1	-1.8	-5.9	2.6
COC(=O)c1c(C)nc2ccccc2c1C(=O)O	-0.8	-4.9	1.0	7.9	-3.5	4.9	1.6	-2.7	-1.1
CN1CCN(c2ccc(Cl)cc2NC(=O)c2ccc([N+](=O)[O-])cc2)CC1	2.2	2.2	2.0	-3.9	5.5	-0.1	-4.0	-1.7	0.0
COc1ccccc1COCC(O)CN(Cc1ccco1)Cc1ccccc1O (stereo not drawn)	-0.6	-1.6	0.9	6.6	-1.7	0.4	2.2	1.4	-1.1
O/N=C(\CN1CCCCC1)c1ccccc1	-4.9	1.4	0.9	2.4	1.8	-5.7	0.8	-3.5	1.9
CC(C)(C)C(=O)CSc1nc2c(c(-c3cccs3)c1C#N)CCC2	2.0	7.4	-0.2	8.3	2.2	1.2	-2.6	2.2	4.3

Single entries from the list:
PAD4 inh with COC(=O)c1c(C)nc2ccccc2c1C(=O)O : -3.5
PAD4 inh with O=C(c1ccc2c(c1)OCO2)C1CCCN(Cc2ccc3cccc(F)c3n2)C1 (stereo not drawn) : -2.2
MEX-5 binding with CN1CCN(c2ccc(Cl)cc2NC(=O)c2ccc([N+](=O)[O-])cc2)CC1 : 2.0
MCL1-BIM inh with CCCCOC(=O)c1ccc(NC(=O)c2cnc3n(c2=O)CCS3)cc1 : 3.9
MEX-5 binding with OCCn1c(Cl)nc2ccccc21 : 2.3

Other results follow:
SMILES	TPT1 inh	GLD-1 RNA inh	MEX-5 binding	Bcl-xL primary	PAD4 inh	PME-1 inh	Fam108B inh	GSTO1 counter	MCL1-BIM inh
CN(C)S(=O)(=O)c1ccc(NC(=O)C2CC(=O)N(Cc3ccccc3)C2)cc1 (stereo not drawn)	0.9	-0.5	-2.1	3.1	-6.2	0.1	2.2	7.2	-9.2
Cc1cccc(N(C(=O)CCC(=O)Nc2ccccn2)C(C(=O)NC(C)C)c2ccc(O)cc2)c1 (stereo not drawn)	2.0	7.3	0.1	-1.4	2.5	4.6	5.3	1.5	2.9
O=C(Cn1[nH]c(=O)c2ccccc2c1=O)N1CC=C(c2ccccc2)CC1	-1.2	2.1	1.3	4.0	-3.8	2.7	-1.1	-7.5	5.2
CCOC(=O)c1ccc2[nH]c3c(c2c1)CCCC3O (stereo not drawn)	-1.0	-1.4	0.4	10.6	-0.8	-4.3	1.2	9.8	1.4
O=C(CCCc1ccccc1)N=C1SC2CS(=O)(=O)CC2N1c1ccccc1F (stereo not drawn)	1.3	3.4	-0.8	4.7	1.4	3.7	-4.3	-5.0	0.8
Cc1ccccc1COC(=O)CN1C(=O)NC2(CCCC2)C1=O	2.4	8.2	-1.3	8.9	1.6	2.4	0.2	-12.1	4.2
O=C(COc1cccc2cccnc12)NCC(F)(F)F	-13.4	12.4	-4.0	24.7	-4.2	7.7	1.8	8.1	20.2
O=C1NCCCC2c3cc(O)c4ccccc4c3OC12N1CCCCC1 (stereo not drawn)	-24.5	26.9	/	52.1*	33.6*	16.8	9.1	80.6*	56.6*
Cc1ccc2nc(N3CCCCC3)c(C=O)c(=O)n2c1	2.7	0.9	4.6	-2.6	-0.7	-1.8	2.0	3.1	-2.9
COc1ccc(CCN2C(=O)C3C4CCC(C4=C(C)C)C3C2=O)cc1OC (stereo not drawn)	-0.5	2.9	0.5	1.9	1.9	-8.1	4.7	1.4	1.5
O=C(CCc1ccccc1)NCC(c1ccco1)N1CCc2ccccc21 (stereo not drawn)	0.4	0.6	1.2	-0.1	2.6	2.8	-3.9	-3.5	0.2
CCC1CC(CSc2ncn[nH]2)OC1=O (stereo not drawn)	4.0	-2.4	1.1	0.5	5.0	-8.0	-1.0	9.0	10.2
O=C(Nc1nnc(C2CCCO2)s1)c1cccs1 (stereo not drawn)	-1.0	2.0	1.9	3.4	-1.6	3.6	-0.1	-8.6	3.0
CCN(CC)c1ccc(C(=O)Nc2ccccc2)cc1[N+](=O)[O-]	-3.0	8.2	1.8	2.1	-5.9	-2.9	-1.7	-0.5	6.6
CC1CCCN(CCCNC(=O)c2ccc(CS(=O)(=O)Cc3cccc(Cl)c3)o2)C1 (stereo not drawn)	-1.8	-0.8	-0.7	-2.1	0.2	1.4	4.0	1.2	-2.6

Molecules above with a nitro group on carbon:
SMILES	TPT1 inh	GLD-1 RNA inh	MEX-5 binding	Bcl-xL primary	PAD4 inh	PME-1 inh	Fam108B inh	GSTO1 counter	MCL1-BIM inh
CN1CCN(c2ccc(Cl)cc2NC(=O)c2ccc([N+](=O)[O-])cc2)CC1	2.2	2.2	2.0	-3.9	5.5	-0.1	-4.0	-1.7	0.0
CCN(CC)c1ccc(C(=O)Nc2ccccc2)cc1[N+](=O)[O-]	-3.0	8.2	1.8	2.1	-5.9	-2.9	-1.7	-0.5	6.6

Following part
SMILES	TPT1 inh	GLD-1 RNA inh	MEX-5 binding	Bcl-xL primary	PAD4 inh	PME-1 inh	Fam108B inh	GSTO1 counter	MCL1-BIM inh
O=C(Cn1nnc(-c2ccccc2NC(=O)c2ccccc2F)n1)NCc1ccco1	0.4	3.0	1.1	3.0	-2.9	-6.5	-5.2	-11.5	-3.1
Cc1nc(Nc2ccc3c(c2)OCCO3)c2c(C)c(C)sc2n1	0.0	-1.4	-0.3	10.8	-2.8	7.7	1.8	13.0	5.9
Cc1nn(CC#N)c(=O)n1N(C)c1ncc(C(F)(F)F)cc1Cl	1.8	-8.1	-0.6	0.7	1.0	-3.5	1.9	6.0	-1.4
Cc1cccc2cc(CN(CC3CCCO3)C(=O)NC3CCCCC3)c(=O)[nH]c12 (stereo not drawn)	2.5	2.3	1.5	1.5	3.6	-3.5	-1.6	4.6	-2.6
CCOC(=O)CC(=O)Nc1c(C)cc(C)cc1C	-0.6	-0.3	-2.1	-2.4	0.0	3.8	1.7	-4.5	-3.1
C=CCOc1nc2c(c(=O)n(C)c(=O)n2C)n1C	3.5	-0.4	-1.0	36.0*	-2.5	1.3	-4.5	8.6	-7.4
O=[N+]([O-])c1cccc(C2NCC(c3ccccc3Cl)c3c2[nH]c2ccccc32)c1 (stereo not drawn)	130.6*	-193.8	1.6	-146.7	-24.7	-0.5	-8.5	-13.5	-188.5
COc1ccc(OC)c(NC(=O)Cn2cc(C#N)c3cc(Br)ccc32)c1	-0.4	-0.2	-0.6	3.5	6.4	-1.4	-8.1	-11.2	5.5
Clc1cccc(Cl)c1CNC1CCCC1	2.7	0.9	-3.2	1.9	-1.8	-1.2	3.0	0.6	7.1
Cc1ccccc1-c1ocnc1C(=O)Nc1ccccc1NC(=O)c1ccccn1	3.1	6.7	0.4	1.2	-2.6	1.3	2.8	1.9	7.9
COc1cc(/C=C/C(=O)OCC(=O)NCc2ccco2)ccc1OC(F)F	-3.4	-2.9	-0.9	1.4	2.8	5.9	2.3	-2.6	0.1
COc1ccc(-n2c(SCC(N)=O)nc3sc4c(c3c2=O)CCN(C)C4)cc1	5.7	-2.9	-5.6	6.5	0.8	3.1	2.0	2.8	8.1
COc1cc([N+](=O)[O-])ccc1NC(=S)N1CCN(c2ccccn2)CC1	1.9	4.3	0.1	9.4	-4.3	2.5	-3.3	6.9	6.3
CC(C)CC(NC(=O)c1ccccc1)C(=O)OCC(=O)Nc1ccc(S(N)(=O)=O)cc1 (stereo not drawn)	-0.7	-1.1	-0.7	2.2	-0.1	2.5	-0.7	1.9	6.0
CN1C(=O)c2ccc(S(=O)(=O)c3ccc(C(=O)O)cc3)cc2C1=O	1.2	6.7	-1.9	3.9	-6.1	-7.3	2.5	2.8	3.7

With a hit mark in MCL1-BIM inh, of those listed so far:
SMILES	TPT1 inh	GLD-1 RNA inh	MEX-5 binding	Bcl-xL primary	PAD4 inh	PME-1 inh	MCL1-BIM inh
O=C1NCCCC2c3cc(O)c4ccccc4c3OC12N1CCCCC1 (stereo not drawn)	-24.5	26.9	/	52.1*	33.6*	16.8	56.6*

The list continues:
SMILES	TPT1 inh	GLD-1 RNA inh	MEX-5 binding	Bcl-xL primary	PAD4 inh	PME-1 inh	Fam108B inh	GSTO1 counter	MCL1-BIM inh
S=C(NCc1ccccc1)N1CCN(c2ccccc2)CC1	0.7	4.0	-1.2	2.7	-1.4	2.9	7.4	8.4	4.2
CCN(C(=O)COC(=O)c1ccc(Cl)nc1)C1CCS(=O)(=O)C1 (stereo not drawn)	-0.2	0.6	2.7	-8.4	-0.2	-0.8	-0.4	1.9	-4.3
O=C(NCc1ccncc1)C(=O)NCC1OCCCN1S(=O)(=O)c1cc(F)ccc1F (stereo not drawn)	1.0	-5.6	-1.1	5.0	-1.0	1.4	-3.2	0.2	0.7
CC(=O)Nc1ccc(S(=O)(=O)NCCN2CCOCC2)cc1	-0.9	3.0	-0.1	1.8	-5.0	-3.3	-3.5	-0.3	3.9
CN(C)C(CNc1ccc(C(N)=O)cc1[N+](=O)[O-])c1ccccc1 (stereo not drawn)	-4.4	5.3	-1.6	4.6	-2.3	0.5	0.3	3.3	8.4
